TTR transcr act: TTR transcription activation, primary screen; SH-SY5Y TTR promoter Gaussia luciferase, luminescence; 100% = recombinant luciferase protein wells; activation, % at 16.7 µM; 92,000 compounds, 1.3% hits; AID 1117267;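 active means activation above the mean of all tested compounds plus 3 SD, cut at about 9.5% in these data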;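 further: cells exposed to compounds for one day before reading; 0% = median of all test compound wells on the plate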
Starred values were filed as active, the others as inactive. Not all compounds are listed (hit frequency here may not be typical).

SMILES | TTR transcr act
O=c1[nH]c(SCc2ccccc2Cl)nc2[nH]ncc12 | 2.2
O=C(c1ccncc1)N(c1ccc(N2CCOCC2)cc1)C(c1ccccc1)c1nc2ccccc2[nH]1 (stereo unspecified) | 4.6
Cc1ccsc1C1Nc2ccccc2C(=O)N1O (stereo unspecified) | 5.5
COc1cc(CC(=O)OCC(=O)c2ccc[nH]2)cc(OC)c1OC | 1.6
Cc1cc(-c2csc(NC(=O)c3ccc(C#N)cc3)n2)c(C)n1Cc1ccco1 | -1.3
CC1CCCN(C(=O)NC(=O)c2ccc(Cl)cc2)C1 (stereo unspecified) | -0.5
CCOc1ccc(-c2nnn(CC(=O)NCc3ccccc3)n2)cc1 | 0.4
Cc1ccc(Oc2ccc(OCC(=O)NC(CC(C)C)C(=O)O)cc2)cc1 (stereo unspecified) | 3.8
COc1ccccc1N1CCN(C2CCCN(C(=O)c3cscn3)C2)CC1 (stereo unspecified) | 5.8
Cc1nnc2c3ccccc3ccn12 | 2.2
CC(C)(C)C(C(=O)Oc1ccccc1)c1ccccc1 (stereo unspecified) | 5.2
COc1ccccc1Nc1nc(N)nc(CCl)n1 | -2.1
CN1C(=O)[C@@](O)(c2cccn2C)c2cc(Cl)ccc21 | -1.4
CCOC(=O)c1sc2nc(CN3CCN(c4cccc(C(F)(F)F)c4)CC3)[nH]c(=O)c2c1C | 8.5
O=C(COc1ccccc1)Nc1ncn[nH]1 | -0.6
CCCCCOCC1CC(C/C(C)=N/NC(N)=O)(C(=O)OCC)C(=O)O1 (stereo unspecified) | 2.9
O=[N+]([O-])c1ccc(-c2ccc(S(=O)(=O)N3CCOCC3)cc2)cc1 | 2.1
Cc1cccc(-n2c(SCC(=O)NCc3ccco3)nc3ccccc3c2=O)c1 | 2.5
Cn1cccc1/C=N/NC(=O)Cc1cccc2ccccc12 | 1.4
Cc1[nH]c2ccccc2c1/C=N/Nc1ccc([N+](=O)[O-])cc1S(=O)(=O)Nc1ccc(Cl)cc1 | 1.1
CCN(CC(=O)Nc1ccc(OC)c(OC)c1)S(=O)(=O)c1ccc(C)cc1 | -3.1
Cc1cccc(S(=O)(=O)N2C[C@@H](O)COC[C@@H]3O[C@H](CC(=O)NCCCN4CCOCC4)CC[C@H]32)c1 | -0.2
Cc1ccccc1CSc1nnc(-c2ccncc2)o1 | -1.3
N#Cc1c(C(F)(F)F)cc(C2CC2)nc1N1CCCC1 | -1.5
CCOC(=O)c1cc(CC)sc1/N=C/C1=C(O)CC(C)(C)CC1=O | 1.4

Reprinted from the part before: two entries; new compounds follow.
SMILES | TTR transcr act
N#Cc1c(C(F)(F)F)cc(C2CC2)nc1N1CCCC1 | -1.5
CCOC(=O)c1cc(CC)sc1/N=C/C1=C(O)CC(C)(C)CC1=O | 1.4
COCCN(C(=O)c1cc(-c2ccc(F)cc2)nc2ccccc12)c1c(N)n(CC(C)C)c(=O)[nH]c1=O | -0.3
COc1ccccc1OCc1csc(N)n1 | 24*
Cc1cc(C)c(C(=O)OCc2csc(CC(=O)Nc3ccccc3C)n2)c(C)c1 | -1.8
COc1ccc(O)c(/C=N/NC(=O)c2cccc(N3CCCC3=O)c2)c1 | 0.4
COC(=O)c1ccc(Oc2nc(NC(C)C)nc(NC(C)C)n2)cc1 | 6.5
COc1ccc(S(=O)(=O)N2CCc3cc(OC)c(OC)cc3C2)cc1 | 7.9
O=C(NC(=S)NNC(=O)[C@H]1C[C@@H]1c1ccccc1)c1ccc(F)cc1 | 2.4
Cc1ccc(/C=N/NC(=O)c2cccc(NC(=O)c3ccccc3Cl)c2)o1 | 1.1
CCCN1CCC(NC(=O)Nc2ccccc2C(=O)OC)CC1 | 1.6
Cc1ccc(NC(=O)C2(C)Cc3ccccc3C(=O)O2)cc1 (stereo unspecified) | -1.5
COC(CN1C(=O)C(O)=C(C(C)=O)C1c1ccccn1)OC (stereo unspecified) | 1.0
O=C(NNC(=O)c1ccncc1)NC1CCCCC1 | -0.6
CCOC(=O)C(NC(C)=O)(NC(C)C)C(F)(F)F (stereo unspecified) | 0.1
Cc1nsc(N)c1C(=O)O | 2.4
CCCC(=O)Nc1ccc(C(=O)Nc2cccc(OC)c2)cc1 | 5.3
COc1ccc(OCC(=O)N/N=C(\C)c2cc3ccccc3o2)cc1 | 5.2
CCOC(=O)C1CCN(CCCSc2ccccc2)CC1 | 0.1
NC1=NC2(CCCCC2)N(c2ccc(F)cc2F)C(N)=N1 | -0.6
CCN(CC(=O)NC(C)(C)C)C(=O)c1ccccc1SCC(=O)NC1CCCCCCC1 | -1.6
O=C1NC(=O)C([N+](=O)[O-])=C(O)C1=O | 2.9
O=C(NC(=S)Nc1ccc(N2CCOCC2)cc1)c1cccs1 | -0.5
Cc1ccc(-c2nc(CN(C)C3CCOC3)c(C)o2)s1 (stereo unspecified) | 1.6
Cc1ccc(NC(=O)CN(C)C(=O)c2cccc(-n3cccc3)c2)cc1 | 0.4
COC(=O)C[C@@H]1CC[C@@H](NC(=O)Nc2cc(F)ccc2F)[C@@H](CO)O1 | 0.6
COCCCn1c(=O)c2sccc2n2c(CCCC(=O)NCc3ccccc3)nnc12 | -0.8

In a second layout: 6 of the compounds above.
SMILES	TTR transcr act
Cc1ccc(NC(=O)C2(C)Cc3ccccc3C(=O)O2)cc1 (stereo unspecified)	-1.5
COC(CN1C(=O)C(O)=C(C(C)=O)C1c1ccccn1)OC (stereo unspecified)	1.0
O=C(NNC(=O)c1ccncc1)NC1CCCCC1	-0.6
CCOC(=O)C(NC(C)=O)(NC(C)C)C(F)(F)F (stereo unspecified)	0.1
Cc1nsc(N)c1C(=O)O	2.4
CCCC(=O)Nc1ccc(C(=O)Nc2cccc(OC)c2)cc1	5.3

In another format: results already given
Compound	TTR transcr act
Cc1nsc(N)c1C(=O)O	2.4
CCCC(=O)Nc1ccc(C(=O)Nc2cccc(OC)c2)cc1	5.3
COc1ccc(OCC(=O)N/N=C(\C)c2cc3ccccc3o2)cc1	5.2
CCOC(=O)C1CCN(CCCSc2ccccc2)CC1	0.1
NC1=NC2(CCCCC2)N(c2ccc(F)cc2F)C(N)=N1	-0.6
CCN(CC(=O)NC(C)(C)C)C(=O)c1ccccc1SCC(=O)NC1CCCCCCC1	-1.6
O=C1NC(=O)C([N+](=O)[O-])=C(O)C1=O	2.9

(continued)
SMILES | TTR transcr act
CN1C(=O)CC(NNC(=O)c2ccccc2)C1=O (stereo unspecified) | 1.8
CC(=O)Nc1c([N+](=O)[O-])cc(C)c(Cl)c1[N+](=O)[O-] | 2.8
NC(=O)Nc1ccc(Oc2c(F)c(F)c(F)c(F)c2F)cc1 | 0.9
CCSc1nc2ccc(N3C(=O)C4C5C=CC(C5)C4C3=O)cc2s1 (stereo unspecified) | 0.7
O=c1[nH]c2cc3c(cc2cc1C(c1nnnn1CC1CCCO1)N1CCCC1)OCO3 (stereo unspecified) | -0.7
COc1ccccc1C(=O)NC(CCSC)C(=O)NNC(=O)c1ccc(F)cc1 (stereo unspecified) | 1.0
O=C(CCNC(=O)c1ccc([N+](=O)[O-])cc1)NCc1cccs1 | -0.1
COc1cccc(C(=O)N[C@@H](C)C(=O)N2CCC3(CC2)NCCc2[nH]cnc23)c1 | -0.5
O=[N+]([O-])c1sccc1CS(=O)(=O)c1ccccc1 | -0.9
CCN(CC)S(=O)(=O)c1cc(NC(=O)CCc2c(C)noc2C)ccc1C | 0.0
CC(=O)Nc1c(C)cc(OCC(=O)O)cc1C | -1.2
COc1cccc(C(c2nnnn2C(C)(C)C)N2CCN(C3CCCCC3)CC2)c1OC (stereo unspecified) | -2.2
COC(=O)C[C@@H]1CC[C@@H]2[C@@H](COc3ccc(NC(=O)Nc4ccc(F)c(F)c4)cc3C(=O)N2C)O1 | -0.2
COc1cc(C(=O)N2CCN(C(=O)c3cc(-c4ccccc4)n[nH]3)CC2)cc(OC)c1OC | 1.5
O=C(NCCc1c[nH]c2ccccc12)C1Cc2ccccc2CN1C(=O)c1ccco1 (stereo unspecified) | 0.8
CCC1CCC(C(=O)NNC(=O)OC)CC1 (stereo unspecified) | 5.6
C=CCn1c(O)c(CN2CCN(Cc3ccccc3)CC2)c(C)c(C#N)c1=O | 0.5
O=C(NC(=O)c1ccccc1)Nc1ccc(-c2cnco2)cc1 | 4.1
CCc1ccc(-c2cc3c(=O)n(CC(=O)NCCCN4CCC(Cc5ccccc5)CC4)nc(C)n3n2)cc1 | 2.4
COC(=O)C1(C)CCc2cc(OC)ccc2C1=O (stereo unspecified) | -0.5
Oc1ccc(N=Cc2ccc(OCc3ccccc3)cc2)cc1 | -1.5
O=C(CSc1ccc([N+](=O)[O-])cn1)Nc1ccc2c(c1)OCCO2 | 0.5
O=C(OCc1ccccc1)/C(=C/c1ccc(Cl)cc1)NC(=O)c1ccccc1Cl | -0.7
CCc1sc(NC(C)=O)nc1-c1ccccc1 | -0.6
Cc1cc(=O)[nH]c(SCC(=O)Nc2nc(-c3ccccc3)c(-c3ccccc3)o2)n1 | 5.7
(further entries)
SMILES | TTR transcr act
CCC(=O)N1CCc2cc(S(=O)(=O)CCC(=O)NCc3ccc(OC)cc3)ccc21 | 0.2
CC1(c2ccc(Cl)cc2)NC(=O)N(CC(=O)NCc2cccs2)C1=O (stereo unspecified) | -0.1
N#Cc1cn(CC(=O)N2CCc3ccccc3C2)c2ccccc12 | 6.6
CCC(COC)NC(=O)c1ccc(OC)c(OC2CCN(C(C)=O)CC2)c1 (stereo unspecified) | -0.5
C[C@H]1CN(c2ccccc2)C(=O)[C@@H]1CC(=O)Nc1ccc(Br)cc1 | 0.1
CC(/C=C/C=C/c1ccccc1)=N/NC(=O)c1ccc2c(c1)OCCO2 | 1.4
O=C(c1ccccc1)c1ccc(C(=O)O)c(C(=O)O)c1 | 0.7
CC12CCC(C(=O)CC1=O)C2(C)C (stereo unspecified) | -0.8
Oc1ccccc1-c1nc2ccccc2nc1-c1ccccc1 | -1.6
O=[N+]([O-])c1ccc(Nc2ccc3ccccc3c2)nc1 | -2.8
CCCn1c(SCC(=O)Nc2cc(Cl)ccc2OC)nc(O)cc1=O | 0.8
CC(=NNC(=O)C(C)SC(C)C(=O)NN=C(C)c1cccnc1)c1cccnc1 (stereo unspecified) | 0.4
Cc1csc(=N)n1CC(=O)N1CCc2ccccc21 | 0.9
Cc1ccccc1CN1C(=O)CS/C1=N/N=C/c1ccco1 | -1.8
CNc1nc(=S)[nH]c2ccccc12 | 0.4
CC(=O)Oc1cc2c(C(=O)NCCCN3CCOCC3)c(C)oc2c2ccccc12 | -2.6
COc1ccc(NC(=O)Nc2cc3oc4ccccc4c3cc2OC)cc1 | 3.2
COC(=O)C1CCN(C(=O)/C=C/c2ccc3c(c2)OCO3)CC1 | 1.5
Cc1ccc2nc(C3CCCCC3)c(Cc3ccccc3C(F)(F)F)n2c1 | -1.6
CCOc1ccc(NC(=O)N(c2ccccc2)c2ccccc2)cc1 | 4.6
O=C(COC(=O)[C@@H]1CC(O)CN1S(=O)(=O)c1ccc([N+](=O)[O-])cc1)NC12CC3CC(CC(C3)C1)C2 (stereo partly specified) | 1.5
O=C(O)CCc1nc(-c2cccs2)no1 | -1.5
COc1cccc(CNc2nc3ccccc3n2CCN2CCCCC2)c1 | -1.2
CC(=O)c1ccc(NS(=O)(=O)c2ccc3c(c2)N(C)CCO3)cc1 | -1.0
CS(=O)(=O)c1ccccc1C(=O)NC1CCCc2ccccc21 (stereo unspecified) | -0.4
Following part
SMILES | TTR transcr act
O=[N+]([O-])c1cc(Cl)ccc1N1CCCC1 | 0.6
CC(C)(C)NS(=O)(=O)c1ccc(NC(=O)NC2CCCCC2)cc1 | -0.7
COc1ccc(N2C(=O)CC(N3CCN(C(=O)c4ccco4)CC3)C2=O)cc1 (stereo unspecified) | -1.2
CC(C)Oc1ccc(C(=O)Nc2cc(=O)n(C)c(=O)n2C)cc1 | 0.7
CCOC(=O)c1[nH]c2ccc(F)cc2c1NC(=O)Nc1ccccc1OC | 15*
Cc1cc(C)n(-c2nc3c(c(=O)[nH]c(=O)n3C)n2CC(O)COc2ccc(Cl)cc2Cl)n1 (stereo unspecified) | 5.5
O=C(Nc1ccccc1C(=O)NCCCN1CCOCC1)c1ccc(F)cc1 | -1.0
COC(=O)C1CN(Cc2ccc(OC)cc2)CCS(=O)(=O)N1Cc1cn(Cc2ccc(Cl)cc2)nn1 (stereo unspecified) | -0.6
CCOC(=O)c1ccc(NC(=S)NN2CCN(C)CC2)cc1 | -0.4
Cc1cn2nc(N)c3ccccc3c2n1 | 1.5
COc1ccccc1C(=O)Nc1ccc(-c2nnc(SCC(=O)O)n2C)cc1 | -1.1
O=C(c1cc(F)ccc1F)C1CCCN(C(=O)CSc2ccccn2)C1 (stereo unspecified) | 1.9
CCOC1=C2[C@@H](CN(S(=O)(=O)c3ccc(C)cc3)[C@H]2c2cccc3ccccc23)[C@H]2C(=O)N(C)C(=O)[C@H]2C1 | -1.3
CCCCOC(=O)Nc1ccc(C)c(Cl)c1 | 8.1
CC1=NN(C(=O)c2ccc(Br)cc2)C(O)(c2ccccc2)C1 (stereo unspecified) | -1.8
O=C(CCSCc1ccc(Cl)cc1)NCCC1=CCCCC1 | 4.8
O=C(Nc1ccc2c(c1)OCCO2)C(C1CC1)n1c(=O)c(-c2cc3ccccc3[nH]2)nc2ccccc21 (stereo unspecified) | -0.8
CC(=O)Nc1ccc(NC(=O)C/C(C)=N/NC(=O)C(=O)Nc2ccc(C)c(Cl)c2)cc1 | 2.2
COC(=O)[C@@]1(Cc2ccccc2)[C@H]2C(=O)N(C)C(=O)[C@H]2[C@H]2CN=C(SCC3CC3)N21 | 2.6
CSc1ncccc1C(=O)Nc1nc2c(C)cccc2s1 | -1.5
O=C(Nc1ncnc2sc3c(c12)CCCCC3)c1ccccc1 | 6.7
O=C(CCc1ccccc1)Nc1nnc(-c2ccc3c(c2)CCCC3)o1 | -0.6
O=C(O)/C=C/C(=O)Nc1cccc2c1-c1ccccc1C2=O | 0.9
COC(=O)Nc1ccc(S(=O)(=O)NC2CCCCC2)cc1 | -0.1

Compound activity (PubChem BioAssay)
